CaV13 ICDI inh: Disruptors of the CACNA1D IQ motif to Ca2+-dependent inactivation inhibitor domain association, primary screening, Förster resonance energy transfer in intact living …. AID 743397. HEK cells, CFP/YFP FRET ICDI-IQ, plate reader, 10 min; percent FRET-ratio fall versus neutral wells. inhibition, % at 12.3 µM. 0.098% of 340,000 active;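 active = mean replicate inhibition of at least 30% and at least 1% of replicates passing that level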;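 also: 0% = median of the neutral control wells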
N-glyco inh: blocks N-linked glycosylation in D54 reporter cells. D54 ERlucT glycosylation luciferase reporter, 24 h; percent of 100 nM tunicamycin response. reporter increase, % at 12.5 µM. 0.23% of 360,000 active. AID 588692;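 active = mean luciferase reporter signal, scaled so untreated is 0 and the glycosylation-blocking control 100, at or above a set limit in every replicate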;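 also: luciferase carries N-glycosylation sites so blocking glycosylation raises the light; 0% = median of neutral control wells and 100% = median of 100 nM tunicamycin wells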
HTR2A ag: mouse HTR2A agonism via beta-arrestin recruitment. P35363. CHO-K1 mHTR2A beta-arrestin complementation, luminescence; percent of 30 µM serotonin response. activation, % at 7.6 µM. 0.66% of 360,000 active. AID 624169;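 active = activation above a run cutoff, the mean activation of all tested compounds plus 3 SD, cut at about 14% in these data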;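 also: 0% = plate median of compound wells and 100% = 30 µM serotonin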
H9c2 protect: myocardial damage modulation in H9c2 cells; H9c2 cardiomyocytes, H2O2 injury protection, ATPLite, 2 h; protection from H2O2 cell death, % at 20 µM; 0.63% of 360,000 active; AID 588492;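 active = compounds giving at least 50% protection of heart cells from peroxide-induced death in the single-dose screen, raw or plate-pattern-corrected value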;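 also: 0% = DMSO wells with peroxide and 100% = DMSO wells without peroxide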
MC4R barr agon: human MC4R agonism via beta-arrestin; 0.98% of 360,000 active; U2OS MC4R beta-arrestin complementation, luminescence; percent of melanotan II response, DMSO zero; activation, % at 8.9 µM;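 active = activation above a per-plate cutoff, the mean activation of sample wells on that plate plus 3 SD, cut at about 8% in these data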
Target sequence (P32245 whole entry, looked up): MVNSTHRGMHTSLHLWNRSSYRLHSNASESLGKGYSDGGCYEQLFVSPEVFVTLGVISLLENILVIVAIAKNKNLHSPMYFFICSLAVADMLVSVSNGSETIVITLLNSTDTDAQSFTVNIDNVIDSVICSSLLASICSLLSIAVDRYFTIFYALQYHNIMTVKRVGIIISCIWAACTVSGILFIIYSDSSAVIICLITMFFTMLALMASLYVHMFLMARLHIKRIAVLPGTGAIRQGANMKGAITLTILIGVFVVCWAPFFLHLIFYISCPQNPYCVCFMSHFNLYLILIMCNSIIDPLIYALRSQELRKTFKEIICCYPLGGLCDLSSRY
Granule exo inh: lytic granule exocytosis inhibition | inhibition, % at 10 µM | 0.66% of 360,000 active | AID 651702 | TALL-104 LAMP-1 surface exposure, flow cytometry; cells stimulated with thapsigargin and PMA;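 active = inhibition above about 55%, limit read from the data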
PDI turbidity: PDI (human) enzyme inhibition. PDI insulin aggregation turbidity, A650, 90 min. AID 588391. inhibition, % at 10 µM. 0.052% of 350,000 active;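 active = mean inhibition across replicates of 30% or more, whatever share of single replicates reach that level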;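 also: absorbance from insulin aggregation driven by PDI reduction with DTT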
Target sequence (P07237 whole entry, looked up): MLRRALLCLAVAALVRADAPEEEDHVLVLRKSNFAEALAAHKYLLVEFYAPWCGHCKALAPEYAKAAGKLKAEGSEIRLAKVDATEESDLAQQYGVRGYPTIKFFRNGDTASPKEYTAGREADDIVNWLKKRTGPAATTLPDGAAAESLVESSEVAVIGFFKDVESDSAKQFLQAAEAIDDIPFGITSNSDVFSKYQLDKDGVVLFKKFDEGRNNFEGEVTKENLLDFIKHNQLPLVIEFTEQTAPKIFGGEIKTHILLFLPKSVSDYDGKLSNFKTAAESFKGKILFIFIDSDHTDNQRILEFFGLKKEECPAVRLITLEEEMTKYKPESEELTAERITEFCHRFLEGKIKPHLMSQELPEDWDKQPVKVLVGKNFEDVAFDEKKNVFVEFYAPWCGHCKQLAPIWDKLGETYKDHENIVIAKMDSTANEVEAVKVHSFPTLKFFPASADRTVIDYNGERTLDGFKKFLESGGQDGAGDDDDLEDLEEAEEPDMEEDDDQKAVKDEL
ABHD5-PLIN5 inh: ABHD5-PLIN5 protein interaction inhibition. Q00G26+Q8WTS1. Split G. princeps luciferase complementation, luminescence, 4 h. inhibition, % at 4 µM. 0.78% of 360,000 active;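 active = inhibition above the mean inhibition across every tested compound plus 3 SD, cut at about 22% in these data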;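 also: 0% = DMSO only wells and the 100% control is not disclosed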
MC4R antag cAMP: antagonists of human melanocortin 4 receptor (MC4R) | P32245 | MC4R-expressing cells, MTII-stimulated cAMP, LANCE TR-FRET | inhibition, % at 6.5 µM | 0.48% of 360,000 active;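 active = inhibition above its plate's cutoff, the mean of tested wells on that plate plus 3 SD, cut at about 29% in these data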;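 also: 0% = Melanotan II alone and 100% = Melanotan II plus saturating MCL0020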
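System: U2OS-MC4R stable cell line; Technique: Eu-cAMP/anti-cAMP TR-FRET, emission 671 nm; Repeats: single well per compound; Also added: Melanotan II; Dosing: one concentration, 6.5 µM nominal; Schedule: 30-min compound, 1-h challenge, 1-h detection, room temperature.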
ABCB6 inh 2: blocks the human ABCB6 transporter; Q9NP58; K562-ABCB6 porphyrin accumulation, flow cytometry, 1 h; hits give low values; fluorescence ratio to DMSO, % at 10 µM; 0.19% of 360,000 active; AID 602162;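 active = fluorescence ratio to DMSO below 75%, the collection mean minus 3 SD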;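 also: signal is porphyrin accumulated inside mitochondria; 100% equals median channel fluorescence of DMSO control wells; lower ratio means ABCB6 inhibition with less porphyrin fluorescence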
* = called active by the depositor; nt = no result given; & = joins results of further samples.

SMILES	CaV13 ICDI inh	N-glyco inh	HTR2A ag	H9c2 protect	MC4R barr agon	Granule exo inh	PDI turbidity	ABHD5-PLIN5 inh	MC4R antag cAMP	ABCB6 inh 2
Cc1ccc(C(C)C)c2c1C(c1ccc3c(c1)OCO3)CC(=O)O2 (centres undefined)	-5	-3	-7	-15	-1.9	-1	2	-2	0	106
Cc1ccc(C2NC(=O)NC3=C2CCc2ccccc23)cc1 (centres undefined)	-3	-7	-2	-10	-1.2	-2	4	1	3	96
Cc1ccc2nc(NC(=O)COC(=O)c3cccnc3)sc2c1	-2	-1	-1	-5	-3.0	-2	10	11	9	99
C=CCSc1nc2nc(C)cc(C)n2n1	-4	2	2	3	-2.4	-4	5	-1	-5	100
CN(C)C(=S)Nc1cccc(-c2n[nH]c(=S)o2)c1	5	1	0	-4	-2.9	-3	27	2	6	95
O=C(CSc1ccc(Cl)cc1)Nc1ccc(-c2nc3ccccc3[nH]2)cc1	-16	-3	3	13	10*	1	8	4	14	95
COc1ccc(-c2cc(C(=O)NCCCN3CCOCC3)c3ccccc3n2)cc1OC	-14	0	-1	4	0.4	5	12	2	8	102
F[B-](F)(F)c1cncc2ccccc12	-5	3	4	-1	3.9	-2	-1	1	-12	101
O=C(O)C1(Cc2nc3ccccc3[nH]2)CCCC1	-4	1	8	-2	-2.0	13	10	-3	15	92
CN1CC=C2C(C#N)=C(N)C(C#N)(C#N)C(CCc3ccccc3)C2C1 (centres undefined)	nt	nt	-4	12	-3.7	-2	-4	-7	-1	108
CN(C)c1ccc(-c2[nH][nH]c(=O)c2NC(=O)c2ccc3ccccc3n2)cc1	-6	5	-2	-12	nt	-3	nt	54*	nt	101
O=C(Cc1cccc2ccccc12)Nc1ccc(-c2cc3ccccc3oc2=O)cc1	-7	-6	-5	-12	5.5	-1	-2	-1	16	88
Cc1cc2c(cc1C)CN(c1ccccc1)C2	-20	-9	-3	-4	-0.3	-4	-3	7	6	105
O=C(Nc1cccc(C(=O)N2CCOCC2)c1)C1CCCCC1	-15	nt	-2	nt	nt	-3	nt	-1	nt	99
C[C@@H]1CN([C@@H](C)CO)C(=O)CCCn2nncc2CO[C@H]1CN(C)S(=O)(=O)c1ccccc1C#N	-7	-1	-1	9	-1.9	-4	-1	-1	3	96
NC(=O)c1c(NC(=O)c2ccccc2F)sc2c1CCCC2	-3	-4	-2	-6	1.6	8	-4	4	5	93
CC1(C)CC(N2CCCC2)=CC(=[N+]2CCCCCC2)C1	-2	3	-5	-7	0.4	0	-1	1	2	85
COc1ccc(CC/C(=N\O)C2(O)CCCCC2)cc1	nt	-1	-1	0	0.7	-1	-1	-3	4	98
CCN(CC)C(=O)C1=C(C)N(CCCOC)C(=O)C(CC(=O)NCc2cccc3ccccc23)C1 (centres undefined)	-10	0	9	-2	-0.1	-2	5	1	3	94
COc1cc(CNC(=O)CCCC/C=C/C(C)C)ccc1O	0	1	-7	-21	-0.2	3	-3	-4	7	83
CCOC(=O)[C@@H](CCc1ccccc1)N[C@H](C)C(=O)N1[C@H](C(=O)O)C[C@@H]2CCC[C@@H]21	-5	1	3	5	-0.7	-2	1	-3	3	102
O=C(/C=C/[C@H]1O[C@@H](n2cnc3c(NC(=O)c4ccccc4)ncnc32)[C@H](O)[C@@H]1O)NCCCc1ccccc1	-6	0	3	0	nt	-3	nt	-10	nt	97
COCCNC(=O)CN1C(=O)CSc2cc(S(=O)(=O)N3CCCCCC3)ccc21	-7	0	6	7	1.3	0	4	-3	-4	104
CC(C)NC(=O)C12CC3CC(C1)CC(C(=O)NC(C)C)(C3)C2	-3	0	3	0	-0.2	-4	-4	-5	2	92
CC1CC(C)CN(C(=O)COC(=O)Cc2ccc(Cl)cc2)C1 (centres undefined)	-4	0	5	-1	2.5	-14	-8	11	0	100
Brc1cnc(N2CCOCC2)nc1N1CCCCC1	-3	0	3	-4	-1.1	-4	1	-3	11	99
CCOc1cc(OCC)cc(C(=O)N2CCC[C@H]2C(=O)N2CCC[C@H]2C(=O)NCc2cccc(OC)c2)c1	-3	nt	1	nt	nt	-5	nt	-2	nt	99
Cc1nn(-c2ccccc2)c(N)c1C(c1ccccc1)c1c(C)nn(-c2ccccc2)c1N	-4	-1	-2	-1	-2.6	-4	0	0	7	102
CC1C(=O)N(Cc2cn(Cc3ccco3)nn2)CCS(=O)(=O)N1Cc1ccc(-c2ccccc2C(F)(F)F)cc1 (centres undefined)	-4	1	0	0	nt	-2	nt	7	nt	101
O=C(C1CCCN(Cc2cccs2)C1)N1CCCCCC1 (centres undefined)	-1	2	4	9	-0.3	1	-3	-3	4	99
Cc1ccc(S(=O)(=O)N2CCN(C(=O)N3CCOCC3)C2c2ccc(N(C)C)cc2)cc1 (centres undefined)	-6	1	0	-4	3.7	1	2	-1	7	95
Cc1ccc(C2=NNC(=O)C(P(=O)(c3ccccc3)c3ccccc3)C2)cc1 (centres undefined)	-6	0	-2	1	-3.0	1	-4	3	0	97
O=C(Cn1cnc2ccccc21)N/N=C/C(Br)=C/c1ccccc1	-4	8	-3	-12	0.7	2	8	16	1	96
COC(=O)CC1C(=O)NCCN1C(=O)CSc1nc2ccccc2o1 (centres undefined)	-7	-1	3	7	0.3	-3	0	-6	4	101
O=[N+]([O-])c1ccccc1CS(=O)(=O)c1ccccc1	-10	-1	2	1	-1.5	-1	2	9	7	101
Oc1ccc(Cl)cc1C=NCCc1ccccc1	-18	0	12	39	-1.6	8	-10	5	3	97
COc1ccc(C2=NS(=O)(=O)N(C)C(C(=O)NCc3ccccn3)=C2)cc1OC	-2	2	1	-6	-0.2	-2	nt	-2	3	106
Cc1ccc(C(=O)Nc2nc(=O)[nH]s2)cc1	-2&-5	3&0	-4&0	-4&-4	-0.4&-1.5	1&-3	9&-8	-6&-4	-1&3	105&107
COc1cc(C)c(NC(=S)Nc2cccc(Cl)c2C)cc1OC	-16	4	0	0	-1.6	3	5	-3	8	99
CCOc1ccc(OCc2cccc(C(=O)N(CC)CC)c2)cc1	-5	-9	-3	-20	-1.6	4	13	3	16	100
COc1ccc(CNC(=O)CN(Cc2ccc(C)cc2)C(=O)c2csnn2)cc1	-4	-1	3	0	-0.4	0	-7	-6	4	96
CCOC(=O)c1c(-c2ccccc2)oc2ccc(OC(C)C(=O)O)cc12 (centres undefined)	-2	4	3	-5	-1.1	-5	1	-2	-1	95
O=C(c1cc(COc2ccc(F)cc2Cl)on1)N(Cc1ccncc1)CC1CCCO1 (centres undefined)	-5	-2	-6	0	-2.2	0	-4	3	7	103
O=Cc1ccc(OC(=O)c2cc(Cl)nc3ccccc23)cc1	-2	2	6	3	-0.7	-1	-6	1	-3	100
CCOC(=O)c1cnc2c(-c3ccccc3)c(C)nn2c1N	-5	1	-2	-2	-1.0	-3	0	12	3	98
CCN(C[C@H]1N[C@@](C)(C(=O)OC)[C@H]2C(=O)N(Cc3ccccc3)C(=O)[C@@H]12)C(=O)c1ccc(F)cc1	-6	0	0	11	-2.0	1	8	-6	9	97
CCCCOC(=O)c1ccc(NC(=O)C2CCCO2)cc1 (centres undefined)	-5	-3	1	3	3.4	-3	6	9	-4	80
COc1ccc(NC(=O)COC(=O)c2ccco2)c([N+](=O)[O-])c1	2	0	6	1	-1.1	10	-2	2	8	99
COc1ccccc1C(=O)NCC(C)(C)CN=C1NS(=O)(=O)c2ccccc21	-4	3	-8	10	-0.8	13	8	19	20	101
OC[C@@H]1CN(Cc2ccccc2)C[C@H](n2cnc3c(NC4CCCC4)ncnc32)O1	-13	2	2	-1	0.0	-8	14	6	3	98
CC(=O)c1cccc(NC(=O)COC(=O)Cc2ccc(Cl)cc2)c1	-5	-2	5	1	0.2	12	-5	7	14	100
Cc1cc(C)c2c3c(cn2n1)c(=O)n(C)c(=O)n3C	nt	2	3	-5	-0.6	-2	-1	3	6	97
COc1ccc(NC(=S)N2c3ccccc3CC2C)cc1OC (centres undefined)	-7	2	3	5	-3.4	-2	-3	-16	0	100
COC(=O)c1cccc(C(=O)N2CCCC(Nc3ccc(C)c(C)c3)C2)c1 (centres undefined)	-14	-1	2	1	-4.0	4	-1	-8	1	95
COc1cccc(=O)c2c(C)n(CC(=O)c3ccccc3)c(C)c12	-5	0	4	9	-1.5	0	-2	11	-5	102

Screening data: PubChem BioAssay, several laboratories
